Screening data: PubChem BioAssay, National Center for Advancing Translational Sciences (NCATS)
Glioma ERSR ind = ER stress response induction in glioma; Potency, µM, for inactives: top-dose activation, actives largely listed as activators; actives 0.02% (n = 420,000); U87-MG GRP78 promoter luciferase reporter, 16 h; AID 602332; active = well fitted activation curve with a large enough effect; note: series mostly up to about 76 µM; % of control where 0% means no effect; nearly all actives have a fitted effect of over 35% in size
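Stably transfected U87-MG glioma cells carrying a GRP78-based luciferase sensor; 16 h compound incubation. Luminescence end-point read 10 min after Bright-Glo addition at room temperature.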
The depositor's hits bear a star; & = joins results of further samples. Potency is the fitted concentration of half-maximal effect.

SMILES	Glioma ERSR ind
CN(CCc1ccc(Cl)c(Cl)c1)CCN1CCCC1	-6%&-3%
CC1(C)CCC[C@@](C)([C@H]2CC[C@]3(C)[C@@H]2[C@H](O)CC2[C@@]4(C)CC[C@H](O)C(C)(C)[C@@H]4[C@@H](O)C[C@]23C)O1 (stereo partly drawn)	-9%
COc1ccc(CN2CCC3(CC2)c2ccccc2[C@@H](NC(=O)c2ccccc2)[C@@H]3O)cc1O	0%
CS(=O)(=O)N1CCC2(CCN(C(=O)Nc3cccc(C#N)c3)CC2)CC1	-3%
Cn1c(=O)c(-c2cc(F)cc(F)c2)nc2cnc(N3CCOCC3)nc21	-7%
CC(C)C[C@H](NC(=O)[C@H]1O[C@@H]1C(=O)O)C(=O)NCCCCN=C(N)N	-3%
CC(C)NC(=O)N1CCC2(CC1)CCN(C(=O)c1ccncc1)CC2	-4%
CS(=O)(=O)Nc1cccc(-c2cncnc2NCc2cccs2)c1	-1%
Cc1ccccc1	-4%
O=C1Oc2ccccc2C(=O)C1C(CC(O)c1ccc(-c2ccc(Br)cc2)cc1)c1ccccc1 (stereo not drawn)	-1%
COc1cccc(-c2cncnc2NCc2ccccc2OC)c1	-1%
Cc1cccc(-c2[nH]c(C(C)(C)C)nc2-c2ccc3nccnc3c2)n1	-2%
CNC1C(O)C(OC2C(NC(=O)C(O)CN)CC(N)C(OC3OC(CN)C(O)C(O)C3O)C2O)OCC1(C)O (stereo not drawn)	-3%
COc1ccccc1-c1ccc2ncnc(N3CCN(C)CC3)c2c1	-5%
Cc1noc(C)c1C(=O)N1CCC2(CC1)CN(c1cccc(-c3ccccc3)c1)C2	-5%
N#CCCn1c(=O)c(-c2cc(F)cc(F)c2)nc2cnc(Oc3cccc(Cl)c3)nc21	-4%
CC(C)C[C@H](NC(=O)[C@H](CCC(N)=O)NC(=O)[C@H](CCCCN)NC(=O)[C@H](CCC(N)=O)NC(=O)[C@@H](N)CCC(=O)O)C(=O)N[C@@H](CCC(N)=O)C(=O)O	-2%
COCc1c(C(=O)NC2CCCCC2)cnn1-c1nccc(-c2ccccc2OC)n1	1%
COc1ccc2cc1Oc1cc3c(cc1OC)CC[N+](C)(C)C3Cc1ccc(cc1)Oc1c(OC)c(OC)cc3c1C(C2)[N+](C)(C)CC3 (stereo not drawn)	-3%
CCOc1ccc2nc(N3CCCC3C(=O)N3CCC(c4nc5ccccc5o4)CC3)nc(C)c2c1 (stereo not drawn)	-2%
COc1cc(-c2cc(C)c3c(OC)ccc(OC)c3n2)cc2c1OCCN(C(=O)Cn1nc(C)cc1C)C2	-5%
COc1ccc(-c2ccc(C(=O)NCC3Cc4cccc(-c5nc(C)cnc5C)c4O3)o2)cc1 (stereo not drawn)	1%
CC(C)C[C@H](NC(=O)[C@@H](N)Cc1ccccc1)C(=O)N[C@@H](Cc1ccccc1)C(=O)N[C@@H](CCC(N)=O)C(=O)N1CCC[C@H]1C(=O)N[C@@H](CCC(N)=O)C(=O)N[C@@H](CCCN=C(N)N)C(=O)N[C@@H](Cc1ccccc1)C(N)=O	-5%
CCN(CC)CCOC(=O)[C@@H](c1ccccc1)C1CCCCC1	-5%
C/C(CCN1CCCCc2nc(C)c(C)cc21)=N\O[C@@H](C)CN1CCCc2nc(C)c(C)cc21	-5%
Further entries follow.
SMILES	Glioma ERSR ind
CC/C=C(/C(=O)N[C@@H]1C(=O)N2C(C(=O)OCOC(=O)C(C)(C)C)=C(COC(N)=O)CS[C@H]12)c1csc(N)n1	-2%
CC1=C(/C=C/C(C)=C/C=C/C(C)=C/C(=O)Oc2c(C)c(C)c3c(c2C)CC[C@@](C)(CCC[C@H](C)CCC[C@H](C)CCCC(C)C)O3)C(C)(C)CCC1	-6%
CN1CCCC1CCO[C@@](C)(c1ccccc1)c1ccc(Cl)cc1 (stereo partly drawn)	-6%
COCCn1c(=O)c(-c2ccc(F)cc2)nc2cnc(N3CCOCC3)nc21	-1%
COc1ccccc1CCNCc1cc2cccc(C)c2nc1-c1cccs1	-5%
COc1ccc(CNc2nc(-c3ccoc3)nc3ccccc23)c(OC)c1	-2%
O=C1OC2(c3ccc(O)cc3Oc3cc(O)ccc32)c2ccccc21	1%&-2%&-2%
CCNc1ncc2nc(-c3ccc(OC)cc3)c(=O)n(Cc3ccc(F)cc3)c2n1	-5%
COc1ccc(-c2nc3cnc(N(C)C)nc3n(C[C@H]3CCCO3)c2=O)cc1	7%
CCN(CC)C(=O)/C(C#N)=C/c1cc(O)c(O)c([N+](=O)[O-])c1	3%
CC(C)CCCCCCc1ccc(O)cc1	-6%
COc1cc(O)c2c(c1)C(=O)c1cc(C)cc(O)c1C2=O	-1%
Cc1noc(C)c1-c1nccc(N(C)C)n1	-2%
COc1ccc(-c2nc3cnc(N4CCN(C)CC4)nc3n(C3CC3)c2=O)cc1	-1%
Cc1nc2cnc(N3CCNCC3)nc2n(CCC#N)c1=O	-4%
CN1CCCCC1C(=O)N1CCC(Oc2cccc(CN3CCN(c4ccccn4)CC3)c2)CC1 (stereo not drawn)	-4%
COc1cc2c(cc1OC)C1(O)C(=O)c3ccc(O)c(C(=O)O)c3OC1CO2 (stereo not drawn)	-5%
C#CCCCO/N=C1/C[C@@H](O)[C@@H](O)[C@@H]2[C@@H]3C(=O)N(C4CCCCC4)C(=O)[C@H]3CC[C@H]12	-4%
CCC1CN(CCNC(=O)C(C)(C)O)Cc2cc(OC)ccc2O1 (stereo not drawn)	-1%
CC[C@H](C)[C@H](NC(=O)[C@H](CCC(=O)O)NC(=O)[C@H](CC(N)=O)NC(=O)[C@@H](N)[C@@H](C)O)C(=O)N[C@H](C(=O)N[C@@H](CCC(=O)O)C(=O)N[C@@H](CCC(=O)O)C(=O)N[C@@H](CCC(N)=O)C(=O)N[C@@H](Cc1ccc(O)cc1)C(=O)N[C@H](C(=O)N1CCC[C@H]1C(=O)N[C@@H](CCC(N)=O)C(=O)N[C@@H](CO)C(=O)N[C@@H](CC(C)C)C(=O)N[C@@H](C)C(=O)N[C@H](C(=O)N[C@@H](CC(C)C)C(=O)N[C@@H](CCC(=O)O)C(=O)N[C@@H](CO)C(=O)N[C@H](C(=O)N[C@@H](Cc1ccccc1)C(=O)N[C@@H](CCC(N)=O)C(=O)N[C@@H](CCC(=O)O)C(=O)N[C@@H](CC(C)C)C(=O)NCC(=O)N[C@@H](CCCCN)C(=O)N[C@@H](CC(C)C)C(=O)N[C@H](C(=O)NCC(=O)N1CCC[C@H]1C(=O)N[C@@H](CC(N)=O)C(=O)N[C@@H](CO)C(=O)N[C@@H](CCC(N)=O)C(=O)O)[C@@H](C)O)C(C)C)[C@@H](C)O)[C@@H](C)O)C(C)C	-2%
Cc1ccc2nc(SCC(=O)N3CCC4(CC3)CC4C(=O)Nc3ccc(F)c(F)c3)[nH]c2c1 (stereo not drawn)	4%
CCNc1ncc2nc(C)c(=O)n(C)c2n1	-3%
COc1ccc(-n2c(=O)cnc3cnc(N4CCN(C)CC4)nc32)cc1	-2%
O[C@@H]1CCN2Cc3ccccc3N=C12	-8%
C[N+](C)(C)CCCCCNCC12CC3CC(CC(C3)C1)C2	-4%
New compounds follow:
SMILES	Glioma ERSR ind
Cc1ncc2c(c1CNS(=O)(=O)N(C)C)CCN(C(=O)c1ccc(F)cc1Cl)C2	-1%
CO[C@@H]1COC(=O)[C@@H](CCSC)NC(=O)C/C=C\[C@@H](C)COC(=O)CCC[C@H]1C	-5%
CC[C@H](C)[C@H](N)C(=O)N[C@H](C(=O)N[C@@H](CO)C(=O)N[C@@H](C)C(=O)N[C@H](C(=O)N[C@H](C(=O)NCC(=O)N[C@H](C(=O)N[C@@H](CC(C)C)C(=O)O)[C@@H](C)CC)C(C)C)C(C)C)[C@@H](C)CC	-7%
Cc1cnc(-n2ncc(C(=O)N(C)C3CCOC3)c2C)nc1-c1ccc(F)cc1 (stereo not drawn)	3%
O=C1NCCN1CCN1CCC(c2cn(-c3ccc(F)cc3)c3ccc(Cl)cc23)CC1	-7%&-4%
COc1ccc(COC(=O)N/N=C2/C[C@@H](O)[C@@H](O)[C@@H]3[C@@H]4C(=O)N(C5CCCCC5)C(=O)[C@H]4CC[C@@H]23)cc1	-3%
O=C(NCCc1nnc2n1CCN(Cc1c(F)cccc1F)CC2)c1ccc(F)cc1	-1%
CCOc1ccc(/C=C/C(=O)c2cccs2)cc1	-7%
COC(=O)NC/C=C\c1nc(CCCO)co1	-3%
CCCC[C@H](CC)CN=C(N)NC(N)=NCCCCCCN=C(N)NC(N)=NC[C@@H](CC)CCCC	-11%
Nc1ncnc2c1ncn2[C@@H]1O[C@H](COP(=O)(O)CP(=O)(O)OP(=O)(O)O)[C@@H](O)[C@H]1O	-2%&-1%
O=C(/C=C/C(=O)Oc1ccccc1C(=O)O)Oc1ccccc1C(=O)O	-2%
CN(C)c1ccc(-c2ccc3ncnc(N(C)C)c3c2)cc1	-3%
CCN(Cc1ccncc1)Cc1ccc2c(c1)CN(C(=O)c1ccc(C)cc1)CCO2	-4%
FC(F)(F)c1ccccc1-c1nc(NCc2cccnc2)c2ccccc2n1	-3%
COc1ccc(-c2cc(C)cc3c2OC(CNC(=O)/C=C/c2ccncc2)C3)nn1 (stereo not drawn)	-2%
CC(C)(N=NC(C)(C)C(=N)N)C(=N)N	-4%
COc1ccc(Oc2ncc3nc(-c4ccc(Cl)cc4)c(=O)n(C)c3n2)cc1	-2%
O=C(c1csnn1)N1CCC[C@@]2(CCN(c3ccncc3)C2)C1	-4%
N#Cc1ccc(CN2CCC3(CC2)CCN(C(=O)c2ccncc2)CC3)cc1	-4%
FC(F)(F)C(F)(F)C(F)(F)C(F)(F)C(F)(F)F	-3%
COCCNc1nc(-c2ccc(C(=O)N(C)C)cc2)nc2ccccc12	1%
c1csc(CNc2cc(-c3ccoc3)ncn2)c1	0%
COc1cc(C2c3cc4c(cc3C(O)[C@H]3COC(=O)C23)OCO4)cc(OC)c1OC (stereo partly drawn)	-7%&-5%
CC1CC2C3CCC4=CC(=O)C=C[C@@]4(C)[C@]3(F)C(O)C[C@]2(C)[C@]1(O)C(=O)CO (stereo partly drawn)	-2%&-5%

Two entries from above in a different format.
C/C(CCN1CCCCc2nc(C)c(C)cc21)=N\O[C@@H](C)CN1CCCc2nc(C)c(C)cc21
  Glioma ERSR ind: -5%

COc1ccc(-n2c(=O)cnc3cnc(N4CCN(C)CC4)nc32)cc1
  Glioma ERSR ind: -2%

The results go on.
SMILES	Glioma ERSR ind
NC(=O)c1sc(-c2ccsc2)cc1N	1%
CC(C)[C@H](O)CC[C@@H](C)C1CC[C@H]2C3CC=C4C[C@@H](O)CC[C@]4(C)C3CC[C@]12C (stereo partly drawn)	-2%&-5%
O=C(NCC1Cc2cccc(-c3cnccn3)c2O1)c1ccc(F)c(Cl)c1 (stereo not drawn)	-3%
Cc1ccc2nc(SCC(=O)N3CCOc4ccc(CN5C[C@@H](C)O[C@@H](C)C5)cc4C3)[nH]c2c1	-2%
COc1ccc(CN2CCCC(n3cc(C(=O)NC4CCCC4)nn3)C2)c(O)c1 (stereo not drawn)	-1%
COC(=O)c1ccccc1C(=O)NCC1Cc2cc(-c3nc(C)cnc3C)ccc2O1 (stereo not drawn)	0%
O=C[C@@H]1CCCN1C(=O)[C@@H]1CCCN1C(=O)OCc1ccccc1	-4%
O=C(c1ccncc1)N1CCC2(CCCN(c3ccc(-c4ccccc4)cc3)C2)CC1	-2%
CCCNC(=O)OC[C@@H]1O[C@H](c2ccccc2)C=C[C@@H]1Oc1ccc(OC)cc1	-3%
C=CCOC(=O)C(=C)C	-3%
CCC(=O)O[C@@]1(C(=O)CCl)[C@@H](C)C[C@@H]2[C@H]3CCC4=CC(=O)C=C[C@@]4(C)[C@]3(F)[C@@H](O)C[C@@]21C	-5%
Cc1ccccc1-c1ccc2ncnc(N3CCN(C)CC3)c2c1	-5%
COc1ccccc1CNc1cc(-c2ccoc2)ncn1	0%
Cc1cnc(CNc2nc(-c3ccc(N(C)C)cc3)nc3ccccc23)cn1	-3%
Cc1c(C(=O)NCc2ccc3c(c2)OCO3)cnn1-c1ncc2c(n1)-c1ccccc1CC2	3%
COc1ccccc1-c1oc2ccccc2c(=O)c1O	-4%
COC(=O)[C@@H]1CCCN1Cc1ccc2c(c1)CN(Cc1ccccc1C)CCO2	-3%
CC(C)NC(=O)N1CC[C@@]2(CCCN(C(=O)c3ccco3)C2)C1	-4%
CC(=O)OC[C@@H]1O[C@@H](O/N=C2/C[C@@H](O)[C@@H](O)[C@@H]3[C@@H]4C(=O)N(C(C)(C)C)C(=O)[C@H]4CC[C@H]23)[C@H](OC(C)=O)[C@H](OC(C)=O)[C@@H]1OC(C)=O	-2%
Cn1cccc1C(=O)N1CCC2(CCN(Cc3ccncc3)CC2)CC1	-3%
O=C1[C@@H]2[C@H]3[C@H](O)[C@H](O)C/C(=N/OCc4ccccc4)[C@@H]3CC[C@H]2C(=O)N1c1ccc(F)cc1F	-5%
c1ccc(C(c2ccccc2)N2CC3(CCNCC3)C2)cc1	-3%
O=C(O)CC/C=C\C[C@@H]1CO[C@H](c2ccccc2Cl)O[C@@H]1c1ccccc1O	2%

Quoted at random: six entries already listed.
SMILES	Glioma ERSR ind
O=C[C@@H]1CCCN1C(=O)[C@@H]1CCCN1C(=O)OCc1ccccc1	-4%
O=C(NCC1Cc2cccc(-c3cnccn3)c2O1)c1ccc(F)c(Cl)c1 (stereo not drawn)	-3%
Cc1ccccc1-c1ccc2ncnc(N3CCN(C)CC3)c2c1	-5%
Cc1cnc(CNc2nc(-c3ccc(N(C)C)cc3)nc3ccccc23)cn1	-3%
COc1ccccc1CNc1cc(-c2ccoc2)ncn1	0%
O=C(c1ccncc1)N1CCC2(CCCN(c3ccc(-c4ccccc4)cc3)C2)CC1	-2%

Some of the compounds tested (hit frequency here may not be typical).
